Screening results deposited in PubChem BioAssay by Fisher Drug Discovery Resource Center.
mcGAS MS inh – mouse cGAS inhibition by mass spec; recombinant mouse cGAS, cGAMP by RapidFire MS; inhibition, % at 12.5 µM; actives 0.18% (n = 130,000); AID 1259397;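 active = inhibition of cGAS enzyme activity at or above 60%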;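 note: enzyme stimulated by 45 bp dsDNA with ATP and GTP substrates; cGAMP share of summed cGAMP plus half ATP and half GTP signals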
Target sequence (Q8C6L5 whole entry, looked up): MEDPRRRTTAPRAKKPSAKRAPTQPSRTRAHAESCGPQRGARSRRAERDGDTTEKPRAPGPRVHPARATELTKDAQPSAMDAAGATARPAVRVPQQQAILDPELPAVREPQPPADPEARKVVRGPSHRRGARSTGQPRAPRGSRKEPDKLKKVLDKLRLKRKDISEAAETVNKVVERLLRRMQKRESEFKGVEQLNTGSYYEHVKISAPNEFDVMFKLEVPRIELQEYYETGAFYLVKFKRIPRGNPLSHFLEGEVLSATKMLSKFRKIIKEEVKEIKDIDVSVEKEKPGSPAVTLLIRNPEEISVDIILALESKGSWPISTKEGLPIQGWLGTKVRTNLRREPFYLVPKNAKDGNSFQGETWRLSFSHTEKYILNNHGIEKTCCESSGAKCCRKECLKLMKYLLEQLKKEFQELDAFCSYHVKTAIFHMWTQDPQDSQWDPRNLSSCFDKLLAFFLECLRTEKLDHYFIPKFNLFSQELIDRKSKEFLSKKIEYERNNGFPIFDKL
An asterisk follows results filed as active. This is a subset; count on the stated rates, not on these rows.

SMILES	mcGAS MS inh
Cc1ccc(N=C2NC(=O)/C(=C/c3ccccc3OCC#N)S2)cc1Cl	-4.8
O=C(Nc1nccnc1C(=O)NC1CCNCC1)c1cc(F)cc(F)c1	-0.7
CCC(C)C(C)NC(=O)c1ccc(F)c(NS(C)(=O)=O)c1 (stereo unspecified)	-8.9
CN(CCc1ccccc1)C(=O)c1coc(COc2ccc(F)cc2)n1	-3.8
CC1CC1C(=O)NS(=O)(=O)CCc1ccccc1 (stereo unspecified)	-1.1
O=C(c1c(F)cccc1I)N1CC[C@H](O)C1	-55.5
COc1cccc(NC(=O)C2(C)CCN2C(=O)C2(c3ccccc3)CC2)c1 (stereo unspecified)	-10.7
O=c1c(Cl)c(Cl)cnn1-c1ccccc1	1.6
O=C(CCN1Cc2ccccc2C1=O)NC1CCCN(c2nc3ccccc3s2)C1 (stereo unspecified)	-4.3
N#CCN(Cc1ccccc1)C(=O)C1CCCN(C(=O)c2ccc(-n3cccc3)nc2)C1 (stereo unspecified)	-9.0
Cn1c(=O)[nH]c(=O)c2cc(S(=O)(=O)N3CCCc4cc(F)ccc43)cnc21	1.5
Cc1cc2oc(=O)cc(CN3CC(C)OC(C)C3)c2cc1C(C)C (stereo unspecified)	-1.1
Cn1c(=O)c([N+](=O)[O-])c(N2CCN(C3c4ccccc4-c4ccccc43)CC2)c2ccccc21	-3.1
COc1ccc(OC)c(NCCn2c(C)cn3c4c(=O)n(C)c(=O)n(C)c4nc23)c1	-3.7
NC(=O)C1(N2CCCCC2)CCN(S(=O)(=O)NCc2ccccc2)CC1	-20.8
CCCn1nnnc1CN(C)S(=O)(=O)c1ccc(OC)cc1	-0.9
CC(=O)NCC1CCN(Cc2ccc(Cl)c(Cl)c2)C1 (stereo unspecified)	-33.1
CN(Cc1ccccc1)Cc1cc(C(=O)N2CCN(c3ccccn3)CC2)no1	-9.8
O=C(CSc1ccncc1)Nc1ccc(Cl)cc1C(=O)NC1CC1	2.9
O=C(CN1CCOC1=O)N1CCN(c2ccccc2F)CC1	-7.2
COc1ccc(NC(=O)C2CC(=O)N(C)C(=Nc3cccc(C(F)(F)F)c3)S2)cc1 (stereo unspecified)	-7.8
OCc1ccc(-c2nccn2CC2COCCO2)o1 (stereo unspecified)	-12.5
CCN1C(=O)C(=C2C=C(C)N(CCO)C(C)=C2)C(=O)N(CC)C1=S	-14.7
Cc1ccccc1NC(=O)CCNC(=O)C1COc2ccccc2O1 (stereo unspecified)	-19.7
Cc1ccc(S(=O)(=O)Nc2ccsc2C(N)=O)c(F)c1	-6.3
C=CCn1cc(-c2nc3c([nH]2)c(-c2cccnc2)nn3C)c(C)n1	-15.7
CC(C)=NOC(C)C(=O)N1CCC2(CCCc3ccccc32)C1 (stereo unspecified)	-1.6
COc1ccc(Br)c(C(=O)Nc2cc(C(=O)NCc3cccc(Cl)c3)ccc2N2CC3CC(C2)c2cccc(=O)n2C3)c1 (stereo unspecified)	-3.4
CCc1csc(CNC(=O)c2ccc(N3CCC(COC)C3)nc2)n1 (stereo unspecified)	-0.8
CCc1nnc(NC(=O)C(C)N2CCC(O)(CN3CCCC3)CC2)s1 (stereo unspecified)	-2.5
Cc1nn(-c2ccccc2)cc1C(=O)NCCC(=O)N1CCCCC1	-4.1
COC1CCCC(C(=O)N2CCC3(CCc4ccccc43)C2)C1 (stereo unspecified)	-7.0
Cc1nc(NCCNC(=O)c2cccc(Cl)c2)cc(N2CCCC2)n1	-11.4
Cc1c(C(=O)NCc2ccccc2)c(C(F)(F)F)nn1C1CCCN(C)C1 (stereo unspecified)	-2.3
COC(=O)c1cc(C(=O)OC)c(C(=O)OC)nc1C(=O)OC	-11.4
CCOC(=O)Nc1sc(N)nc1-c1ccc(Cl)cc1	21.1
Cc1oc(-c2ccc3ccccc3c2)nc1CN1CCN(S(N)(=O)=O)CC1	-7.1
COc1cccc(C(C)Sc2nnnn2CCN(C)C)c1 (stereo unspecified)	-6.6
CC(C)=C1C2CCC1C1C(=O)N(NC(=O)COc3ccc(Cl)c(C)c3)C(=O)C21 (stereo unspecified)	-3.7
CCOC(=O)C1(Cc2cccc(C(F)(F)F)c2)CCN(C(=O)c2sccc2C)CC1	-1.4
CCOC(=O)C1(CC2CCCCO2)CCNCC1 (stereo unspecified)	-36.2
C=CCn1c(N)c(C(=O)NCC2CCCO2)sc1=S (stereo unspecified)	-18.5
N#CCc1cccc(C(=O)NCC(O)c2c(Cl)cccc2Cl)c1 (stereo unspecified)	-1.9
Cc1nc(N)sc1-c1ccc([N+](=O)[O-])o1	-1.4
Cc1c(C(=O)NCc2cccnc2)c(C(F)(F)F)nn1C1CCCN(C)C1 (stereo unspecified)	-9.1
O=C(c1ccc[nH]c1=O)N1CCC(c2cc(Cc3ccccc3)[nH]n2)CC1	-6.3
Cn1nnc2c(NC3CCCCCC3)ncnc21	-15.2
CN1C[C@@H]2CC[C@H](CC1=O)N2Cc1ccc(Sc2nncn2C)o1	1.6
CCOc1ccc(C(=O)c2nc3c(n2O)CCCC3)cc1OCC	-0.1
Cc1ccsc1CN(C)C(=O)c1ccc(Cn2ccnc2)o1	-14.6
O=C(Nc1ccc(O)c(-c2nc3ccccc3s2)c1)c1ccccc1Cl	21.5
CCN(CC)Cc1cc2ccccc2c2c1COC2	-4.5
Cc1nnc(SCCn2c(N3CCCC(C)C3)nc3c2c(=O)n(C)c(=O)n3C)s1 (stereo unspecified)	-4.0
O=C(O)Cc1csc(SCc2cccnc2)n1	-6.5
O=C(C=Cc1ccco1)NC1CCCC1	-6.4
CC(C)CCOC(=O)C1(C(=O)OCCC(C)C)CC2(COC(c3ccccc3)OC2)C1	-5.8
CN(Cc1cccc(Cl)c1)c1ccc([N+](=O)[O-])cc1S(=O)(=O)N1CCOCC1	-8.9
O=C(NNC(=O)c1ccccc1O)c1ccc2c(c1)OCO2	-2.6
CCn1c(=S)[nH]c2scc(-c3cccs3)c2c1=O	0.5
Cc1cc(C)nc(NC(=O)C23CC4CC(CC(C4)C2)C3)n1	-11.8

(continued)
SMILES	mcGAS MS inh
COc1ccc(-c2cc(-n3cccn3)nc(C)n2)c(OC)c1OC	-14.4
O=c1cc(-c2ccccc2)[nH]n1-c1ccc(F)cc1	7.3
Cc1cccn2c(=O)cc(CSc3nnc(NC4CC4)s3)nc12	18.8
CS(=O)(=O)c1ccc(Cl)c(C(=O)NCCc2cc3ccccc3[nH]2)c1	2.4
CCOC(=O)Cn1cnc2c(nnn2-c2cccc(OC)c2)c1=O	2.6
CC1(C2CCN(C(=O)C3=CCCC3)CC2)NC(=O)N(Cc2ccc(F)cc2)C1=O (stereo unspecified)	-10.1
CN1CCC(N(C)C/C=C/c2ccccc2[N+](=O)[O-])CC1	-7.5
COc1cc(C(=O)NC(C)c2cnn(-c3ccccc3C)c2C)cc(OC)c1OC (stereo unspecified)	1.4
CN(CC(=O)NC(C)(C)C)Cn1nc(-c2ccccc2Cl)n(C)c1=S	-4.2
COCCCC(=O)Nc1cccc(NC2CCCC2)c1	-0.6
CN(Cc1ccc(Br)s1)C(=O)CSCc1ccc(C#N)cc1	7.9
Cn1c(-c2ccncc2)nn(CN2CCN(S(=O)(=O)c3ccccc3F)CC2)c1=S	-27.1
COc1ccc(C(=O)N2CCCC2(C)C(=O)O)cc1OC (stereo unspecified)	-5.8
CCn1cc(C(=O)N2CCc3c([nH]c4ccccc34)C2C2CCCCC2)cn1 (stereo unspecified)	0.8
C/C(=C\c1ccco1)C1CC(=O)Nc2nn3c(C)cc(C)nc3c21 (stereo unspecified)	-10.4
Cc1ccc(-n2cccn2)c(CN2CCCC(CNC(=O)c3ccc(F)cc3)C2)c1 (stereo unspecified)	-7.7
c1csc(CSc2nc3ccccc3s2)c1	-0.9
Cn1cc(CNC(=O)Nc2cccc(C(F)F)c2)cn1	-2.0
CS(=O)(=O)NC1CCCN(CCS(=O)c2ccccc2)C1 (stereo unspecified)	-8.6
O=C(Cc1ccccc1Br)NCCc1cscn1	-3.9

Reformatted field by field: part of the list above
canonical_smiles: Cc1nc(N)sc1-c1ccc([N+](=O)[O-])o1
  mcGAS MS inh = -1.4

canonical_smiles: CCc1csc(CNC(=O)c2ccc(N3CCC(COC)C3)nc2)n1 (stereo unspecified)
  mcGAS MS inh = -0.8

canonical_smiles: Cc1ccc(N=C2NC(=O)/C(=C/c3ccccc3OCC#N)S2)cc1Cl
  mcGAS MS inh = -4.8

canonical_smiles: CC(C)CCOC(=O)C1(C(=O)OCCC(C)C)CC2(COC(c3ccccc3)OC2)C1
  mcGAS MS inh = -5.8

The list continues.
SMILES	mcGAS MS inh
O=C1N=C2OC=C(C(=O)Nc3cccc(Cc4ccccc4)c3)N2CCN1	-6.7
CC1CN(C(=O)C(C)N2CCc3ccccc32)CC(C)O1 (stereo unspecified)	0.8
CCc1nc(CN(C)CC2COc3ccccc3O2)c(C)[nH]1 (stereo unspecified)	-18.4
Cc1ccc(Cl)cc1C(=O)N1CCC2(CC1)c1ccccc1[C@@H](N)[C@@H]2O	-8.0
Cc1ccc2ncccc2c1CN1CCN(C)C(C(=O)O)C1 (stereo unspecified)	-18.2
N#Cc1nnc2ccccc2c1N1CCC(NC2CC2)CC1	-12.7
CC(C(=O)NC(C)(C)c1ccc(Br)cc1)S(C)(=O)=O (stereo unspecified)	-5.0
O=c1[nH]c(CC2CC2)nc2c1CCN(Cc1cc3n(n1)CCCNC3)C2	-5.0
CCNC1CCS(=O)(=O)C1 (stereo unspecified)	-1.8
c1ccc(-c2nnc3sc(-c4ccccn4)nn23)cc1	3.0
CC(Oc1ccc(Br)cc1Cl)C(=O)N(C)C1(C#N)CCCCC1 (stereo unspecified)	-1.4
O=C(NC(c1ccc(Cl)cc1)c1ccccn1)C1CCN(CCOc2ccc3ccccc3c2)CC1 (stereo unspecified)	-3.6
COc1ccccc1CCC(=O)N1CC[C@@H](c2ccc(F)cc2)[C@H](O)C1	-13.1
CC1(C)CC(N2CCCC2)=CC(=[N+]2CCCCCC2)C1	39.0
Cc1nc(CC(=O)NS(=O)(=O)C(C)CC(C)C)cs1 (stereo unspecified)	-16.1
CN1CC2(CCCN(C(=O)CCCn3cncn3)CC2)OC1=O (stereo unspecified)	-23.4
CC1(C)CC(OC(=O)c2ccncc2)CC(C)(C)N1O	6.1
CC(=O)Nc1ccc(CN2C(=O)C3(CCC3)ON=C2c2cccc(Cl)c2)cc1	-22.9
CCN(Cc1ccccc1)S(=O)(=O)N1CCc2cc(S(=O)(=O)NC)ccc21	0.3
COc1cc(OC)c(N=c2ccccn2C)cc1Cl	-15.7
c1cc(-c2cscn2)cc(-n2ccnc2C2CC2)c1	-15.4
Cc1cccc(NC(=O)/C=C/C2=C(Cl)c3ccccc3S2(=O)=O)c1C	-0.1
CCn1cc(Cn2ccnc2C(C)Cc2ccc3c(c2)OCO3)cn1 (stereo unspecified)	-9.2
COCCc1nc2ccc(C(=O)N3CCCC(C(=O)c4cccnc4)C3)cc2o1 (stereo unspecified)	-4.7
c1cncc(-c2nc3cc(Cc4ccc5oc(-c6cccnc6)nc5c4)ccc3o2)c1	-19.0
O=C(CCC1CCCO1)Nc1cc(F)ccc1O (stereo unspecified)	-5.7
CC(C)CC(NC(=O)c1ccc(C#N)cc1)c1ccccc1 (stereo unspecified)	-0.7
COc1ccccc1CCc1nnc(CCC(=O)NC2Cc3ccccc3C2)o1	-1.5
O=C(CC(c1cccc(O)c1)c1ccccc1Cl)NC1CCC1 (stereo unspecified)	-3.4
CC(C)n1c(-c2ccco2)csc1=Nc1cccnc1	-2.4
COC(=O)CN1C(=O)SC(=Cc2ccccc2OCc2ccccc2Cl)C1=O	-0.6
CNc1ccc(-c2cccc(F)c2)cn1	-3.6
CC(NC(=O)c1ccc(-n2cnnc2)cc1)c1ccccc1-n1cccn1 (stereo unspecified)	-20.7
CC1CCN(CC(=O)Nc2ccc(F)cc2F)CC1	-5.8
COc1cccc(NC(=O)C2(C)CCN2CC(C)C)c1 (stereo unspecified)	-8.2
CC(=O)N1CSCC1C(=O)Nc1ccc(N2CCCCCC2)cc1 (stereo unspecified)	-14.0
Cc1ccc(Cn2c(=O)c3c(nc4n(CC5CCCO5)c(C)c(C)n34)n(C)c2=O)cc1 (stereo unspecified)	-6.4
Cc1nc2n(c(=O)c1C)C(CC(=O)Nc1ccon1)CS2 (stereo unspecified)	-8.7
CCC1=NS(=O)(=O)c2cc(N)ccc2N1c1ccc(F)cc1	27.4
CCCCC(Sc1nncs1)C(=O)Nc1cc(C)on1 (stereo unspecified)	-3.7
CC(=O)Nc1ccc(SCC(=O)Nc2ccc3oc(C)nc3c2)cc1	-11.4
CCN(Cc1noc(C2CCC2)n1)Cc1nnc(-c2ccc(C)n2C)o1	-5.6
COCCn1c(=NC(=O)c2ccc3ncsc3c2)sc2cc(S(N)(=O)=O)ccc21	-2.0
CN(C)CCN(Cc1ccccc1)S(=O)(=O)NCc1ccccc1	-30.9
CC1CCCCC1NC(=O)c1ccc2c(c1)CCN2S(C)(=O)=O (stereo unspecified)	-10.0
O=C1NCC(=O)N2CCN(C(=O)CCc3c[nH]c4ccccc34)CC12 (stereo unspecified)	0.5
Cc1ccsc1C(=O)N1CCC1(C)C(=O)Nc1cc(C2CC2)nn1C (stereo unspecified)	-8.1
CNCC(=O)N1CCCCC1c1ccc(CN(C)C)cc1 (stereo unspecified)	-8.6
COC(=O)c1c(C)nsc1NC(=O)N1CCNC(=O)C1c1ccccc1 (stereo unspecified)	-13.4
NC(=O)c1c(NC(=O)C2CC=CCC2)sc2c1CCCC2 (stereo unspecified)	5.3
